Cardio protect: myocardial damage modulation in H9c2 cells; protection from H2O2 cell death, % at 20 µM; H9c2 cardiomyocytes, H2O2 injury protection, ATPLite, 2 h; 360,000 compounds, 0.63% hits;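 active = compounds giving at least 50% protection of heart cells from peroxide-induced death in the single-dose screen, raw or plate-pattern-corrected value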;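 also: 0% = DMSO wells with peroxide and 100% = DMSO wells without peroxide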
ABCB6 inh 2: blocks the human ABCB6 transporter; 360,000 compounds, 0.19% hits; K562-ABCB6 porphyrin accumulation, flow cytometry, 1 h; stronger effect = lower value; Q9NP58; fluorescence ratio to DMSO, % at 10 µM;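 active = fluorescence ratio to DMSO below 75%, the collection mean minus 3 SD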;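 also: signal is porphyrin accumulated inside mitochondria; 100% equals median channel fluorescence of DMSO control wells; lower ratio means ABCB6 inhibition with less porphyrin fluorescence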
TLR9-MyD88 block: inhibitors of human TLR9-MyD88 binding; Q9NR96+Q99836; AID 504734; 340,000 compounds, 0.21% hits; inhibition, % at 4.98 µM; CHO BLA complementation TLR9-MyD88, CCF4 FRET ratio;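 active = inhibition above the mean over all tested compounds plus 3 SD, cut at about 21% in these data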;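 also: 0% = DMSO only wells and 100% = clavulanate BLA inhibitor control wells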
Glyco luc inh: blocks N-linked glycosylation in D54 reporter cells; D54 ERlucT glycosylation luciferase reporter, 24 h; percent of 100 nM tunicamycin response; reporter increase, % at 12.5 µM; 360,000 compounds, 0.23% hits;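 active = mean luciferase reporter signal, scaled so untreated is 0 and the glycosylation-blocking control 100, at or above a set limit in every replicate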;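 also: luciferase carries N-glycosylation sites so blocking glycosylation raises the light; 0% = median of neutral control wells and 100% = median of 100 nM tunicamycin wells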
HTR2A ag: mouse HTR2A agonism via beta-arrestin recruitment | 360,000 compounds, 0.66% hits | CHO-K1 mHTR2A beta-arrestin complementation, luminescence; percent of 30 µM serotonin response | activation, % at 7.6 µM | P35363;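 active = activation above a run cutoff, the mean activation of all tested compounds plus 3 SD, cut at about 14% in these data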;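 also: 0% = plate median of compound wells and 100% = 30 µM serotonin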
NCOA2 inhibitor: human SRC2 (NCOA2) inhibition; Q15596; HEK293 GAL4-SRC2 luciferase reporter, luminescence; inhibition, % at 9 µM; 370,000 compounds, 0.17% hits; AID 651957;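 active = inhibition above the mean inhibition of all tested compounds plus 3 SD, set per campaign, cut at about 52% in these data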;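 also: 0% = DMSO treated cells and 100% = cells given Gossypol at 36 µM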
ABHD5-PLIN5 inh: ABHD5-PLIN5 protein interaction inhibition. Q00G26+Q8WTS1. Split G. princeps luciferase complementation, luminescence, 4 h. inhibition, % at 4 µM. 360,000 compounds, 0.78% hits. AID 602281;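 active = inhibition above the mean inhibition across every tested compound plus 3 SD, cut at about 22% in these data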;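 also: 0% = DMSO only wells and the 100% control is not disclosed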
NOD2-RIPK2 inh: blocks binding of human NOD2 to RIPK2; O43353; 360,000 compounds, 0.38% hits; inhibition, % at 4.98 µM; AID 624267; CHO BLA complementation NOD2-RIPK2, CCF4 ratio; in the data active = inhibition above about 21%;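 also: 0% = vehicle only and 100% = reference blocker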
Target sequence (O43353 whole entry, looked up): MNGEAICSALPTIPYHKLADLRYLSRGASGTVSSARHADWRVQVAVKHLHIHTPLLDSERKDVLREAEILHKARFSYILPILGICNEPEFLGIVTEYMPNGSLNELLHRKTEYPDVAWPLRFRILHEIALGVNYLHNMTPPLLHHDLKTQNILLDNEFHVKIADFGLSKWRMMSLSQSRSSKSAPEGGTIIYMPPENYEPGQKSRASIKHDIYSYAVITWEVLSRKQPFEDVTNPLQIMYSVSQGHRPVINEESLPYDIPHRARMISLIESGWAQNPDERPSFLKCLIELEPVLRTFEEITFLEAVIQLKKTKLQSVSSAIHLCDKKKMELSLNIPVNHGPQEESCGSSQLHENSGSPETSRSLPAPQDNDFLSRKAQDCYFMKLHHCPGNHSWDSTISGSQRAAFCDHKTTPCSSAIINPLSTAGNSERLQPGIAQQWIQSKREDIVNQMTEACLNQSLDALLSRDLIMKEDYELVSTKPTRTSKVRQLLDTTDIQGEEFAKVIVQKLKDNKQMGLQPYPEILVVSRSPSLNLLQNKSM
MC4R ag barr: human MC4R agonism via beta-arrestin; P32245; U2OS MC4R beta-arrestin complementation, luminescence; percent of melanotan II response, DMSO zero; activation, % at 8.9 µM; 360,000 compounds, 0.98% hits; AID 540308;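 active = activation above a per-plate cutoff, the mean activation of sample wells on that plate plus 3 SD, cut at about 8% in these data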
Target sequence (P32245 whole entry, looked up): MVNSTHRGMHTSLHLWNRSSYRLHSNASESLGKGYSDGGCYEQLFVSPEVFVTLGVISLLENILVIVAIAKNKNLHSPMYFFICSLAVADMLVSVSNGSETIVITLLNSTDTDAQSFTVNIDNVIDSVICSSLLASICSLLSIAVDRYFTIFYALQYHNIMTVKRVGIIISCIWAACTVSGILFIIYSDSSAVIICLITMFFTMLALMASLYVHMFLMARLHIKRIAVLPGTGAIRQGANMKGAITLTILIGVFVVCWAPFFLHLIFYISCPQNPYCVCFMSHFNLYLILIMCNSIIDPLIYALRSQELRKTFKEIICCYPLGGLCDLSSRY
MC4R antagonist: antagonists of human melanocortin 4 receptor (MC4R) | P32245 | AID 540295 | 360,000 compounds, 0.48% hits | inhibition, % at 6.5 µM | MC4R-expressing cells, MTII-stimulated cAMP, LANCE TR-FRET;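 active = inhibition above its plate's cutoff, the mean of tested wells on that plate plus 3 SD, cut at about 29% in these data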;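 also: 0% = Melanotan II alone and 100% = Melanotan II plus saturating MCL0020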
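Assay system: human MC4R-expressing U2OS cells; reagent: Melanotan II stimulation of cells; dosing: 6.5 µM single dose; timing: compound 30 min, challenge 1 h, detection 1 h; signal: TR-FRET cAMP assay; replicates: one well per compound, no replicates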
Starred values were filed as active, the others as inactive; x = not tested or not shown. Only part of the results is shown; count on the stated rates, not on these rows.

SMILES	Cardio protect	ABCB6 inh 2	TLR9-MyD88 block	Glyco luc inh	HTR2A ag	NCOA2 inhibitor	ABHD5-PLIN5 inh	NOD2-RIPK2 inh	MC4R ag barr	MC4R antagonist
CC(C)(C)CC(C)(C)NC(=S)Nc1ccc2nc(-c3ccccn3)c(-c3ccccn3)nc2c1	-10	144	8	-6	-3	-11	-18	32*	0.8	4
COC(=O)c1ccc(-n2c(CCC(=O)O)ccc2-c2ccccc2)cc1	-3	104	-5	-1	-4	x	12	3	0.1	5
CC(NC(=O)CSC(=S)N1CCCC1)c1ccc(S(N)(=O)=O)cc1 (stereo not given)	0	97	-3	-1	3	2	-5	-17	-3.0	-1
CCOC(=O)c1sc2nc(COC(=O)c3c(F)cccc3F)[nH]c(=O)c2c1C	-1	125	-6	-1	-3	-12	1	-9	-0.3	10
Cc1onc(C(=O)N2CCC(Cc3ccccc3)CC2)c1[N+](=O)[O-]	-9	100	-2	-4	-1	34	-5	-5	-1.4	7
NC(COCc1ccccc1)c1csc(Nc2ccc(S(N)(=O)=O)cc2)n1 (stereo not given)	1	99	x	3	0	-10	-8	-10	-2.5	10
COc1ccccc1C(=O)NC(=O)Nc1cccc(Cl)c1	-9	92	0	-10	0	-104	3	-20	3.5	0
CN(C)CCCn1c(=O)n(Cc2ccco2)c(=O)c2c3c(sc21)CCCCC3	5	101	-11	4	0	13	9	-2	-3.0	-10
COc1ccc(C(=O)NCCc2nnc3ccc(SCC(=O)NCCc4ccc(OC)c(OC)c4)nn23)cc1	0	105	5	0	4	-16	8	-5	-1.3	-3
COc1ccc(Cl)cc1C(=O)NCCN(C)C	8	98	4	-2	-5	8	-3	-3	-1.3	1
CCCCOc1ccccc1C(=O)N(Cc1ccco1)C1CCS(=O)(=O)C1 (stereo not given)	13	106	1	-1	8	-4	-1	-13	-3.0	6
CC(NC(=O)C1CCCN(S(=O)(=O)c2cnc[nH]2)C1)c1ccccc1 (stereo not given)	-3	100	6	1	1	-17	5	-19	1.1	3
Cc1ccccc1OCCCC(=O)NCc1ccco1	3	100	-3	-2	3	-7	0	3	0.4	10
COc1ccc(CC(C)N2CCN(Cc3ccccc3)CC2)c(OC)c1 (stereo not given)	-4	96	-7	1	4	-14	-5	-4	-1.3	4
COC(=O)c1cc(NC(=O)c2ccc(-c3ccccc3)cc2)ccc1Cl	-5	92	-8	1	2	18	-4	-4	9.3*	2
Cc1nn(CC(=O)N2CCCCC2)c(=O)c2nn(-c3ccccc3)c(C)c12	1	100	2	1	7	-24	0	-2	5.2	17
CCc1nc(CNC(=O)C2CCC(=O)N(CCc3ccc(OC)cc3)C2)cs1 (stereo not given)	2	100	-5	2	5	-37	3	4	-2.8	5
CCOc1ccc(C(C)NC(=O)Cc2ccccc2)cc1OCC (stereo not given)	6	101	7	3	3	0	0	-15	0.5	10
CCOC(=O)Cc1csc(SC(C)C(=O)NC2CCCCC2C)n1 (stereo not given)	-6	91	6	2	14	25	9	3	-3.4	3
CC1(C)CC(NC(=O)c2ccc(Cl)c(S(=O)(=O)N(Cc3ccccc3)c3ccccc3)c2)CC(C)(C)N1	-10	99	9	-4	x	10	x	x	x	x
CC(C)CCC1(CCNC(=O)c2cccs2)CCOC(C)(C)C1 (stereo not given)	3	98	-7	-2	-8	2	-3	-1	0.5	2
CC1=C(C(=O)Nc2cc(C(=O)N(C)Cc3ccccc3)ccc2C)SCCO1	0	105	-3	-1	-8	7	0	-9	0.2	3
COc1ccc(-c2c(C#Cc3ccsc3)c3cc(-c4ccc(OC)nc4)ccc3n2C)cc1	0	99	11	8	5	-5	1	8	0.1	4
O=C(CCC1CCCN(Cc2cccc3c2OCO3)C1)NCc1ccc(F)c(F)c1 (stereo not given)	1	99	1	-3	-6	14	0	-1	-0.3	10
O=C(O)CCC(=O)N1CCCC1	0	100	-10	0	-3	-2	-6	2	-1.9	4
COc1ccc([C@@H]2CC(=O)[C@@H]3CN(S(=O)(=O)c4ccc(Cl)cc4)[C@H](c4ccc(C)cc4)C[C@@H]3N2S(=O)(=O)c2ccccc2)cc1	-2	96	x	-2	3	-13	6	-6	x	x
C[n+]1c2n(c3ccccc31)N=C(c1ccc(Br)cc1)CS2	-12	94	-2	37*	2	-9	-12	-10	-1.0	7
O=C(c1cc2ccccc2cc1O)N1CCN(c2cccc(Cl)c2)CC1	-7	96	2	1	1	-7	-10	5	4.9	5
Cc1ccc(C)n1C1CCS(=O)(=O)C1 (stereo not given)	4	86	8	8	-2	-30	0	-3	-1.6	2
Brc1ccc(OCCN2CCOCC2)cc1	4	101	-5	1	-1	1	1	3	-0.2	2
COc1cccc(N=Cc2ccc(O)cc2O)c1	4	109	3	2	3	-34	5	-9	-0.7	2
CCN(CCO)c1ncnc2onc(-c3ccc(F)cc3)c12	6	98	0	0	4	12	0	-5	0.1	5
CC(C)(C)C1(O)CC(C(F)(F)F)=NN1C(=O)CCc1ccccc1 (stereo not given)	-8	100	-6	-5	-3	1	-4	-6	0.7	7
CSc1nc2ccc3nc(NC(=O)c4ccccc4)sc3c2s1	-18	94	3	-1	0	-24	2	0	0.4	23
Fc1ccccc1CNc1cc(Cl)cc(Cl)c1	-23	95	-2	1	-1	1	-2	-3	4.4	-16
O=[N+]([O-])c1ccc(N2CCN(Cc3ccccc3)CC2)s1	-1	96	5	2	2	-6	11	-4	-2.5	-4
COc1cc(OC)c(S(=O)(=O)Nc2ccccc2NC(=O)CN2CCOCC2)cc1NC(C)=O	-5	103	8	3	1	22	-2	3	-2.9	0
NC(=O)c1cnn(Cc2ccc(Cl)cc2)c1N	-3	97	9	4	-1	-14	-2	3	-0.9	0
O=c1cc(-c2ccccc2)oc2cc(OCc3ccccc3)cc(O)c12	7	99	-3	-4	-1	-16	3	5	-3.5	19
COc1ccc(C2Nc3cccc4cccc(c34)N2)cc1Br	0	92	-13	1	-3	-26	3	-8	-0.4	-3
COc1cc(NC(=O)Cn2cnc3c(OCc4ccccc4)ncnc32)cc(OC)c1OC	-6	100	-12	2	0	9	5	2	-3.2	8
COc1ccc2cc(CCNC(=O)CCc3ccccc3)c(=O)[nH]c2c1	-8	91	-2	1	0	16	6	-4	-1.1	-1
COc1ccc(CCN2C(=O)C(O)=C(C(C)=O)C2c2ccccc2OC)cc1OC (stereo not given)	2	103	2	2	3	12	-6	1	-1.4	-8
CSCCC1NC(=O)N(CC(=O)Nc2c(Cl)cc(Cl)cc2Cl)C1=O (stereo not given)	-6	89	2	2	1	-11	1	-2	-1.2	4
COc1ccc(OCCOc2ccc(C)nc2[N+](=O)[O-])cc1	1	99	9	2	2	-37	3	10	-1.3	9
O=C(CCN1C(=O)/C(=C/c2ccccc2F)SC1=S)NC1C=CS(=O)(=O)C1 (stereo not given)	-10	98	8	-1	8	-11	4	-2	10*	-3
CC(C)(C)OC(=O)N(CCc1ccccc1)Cc1ccc(OCc2cccc(NC(=O)C3CC3)c2)cc1	-6	98	-4	-5	0	-5	2	3	-2.0	11
CC(C)NS(=O)(=O)c1ccc(NC(=O)C2CCCCC2)cc1	-6	103	2	-2	-6	-1	1	-3	-1.4	0
CC(C)(C)NC(=O)CCn1nc(-c2ccc(Cl)cc2)c2ccccc2c1=O	7	89	-12	-2	-7	x	5	-3	-1.4	-1
CCN(C(=O)C1CC1)C1CCS(=O)(=O)C1 (stereo not given)	-4	97	6	4	-6	-8	-1	2	-1.5	5
COc1cc(/C=C2/SC(=S)N(Cc3ccccc3)C2=O)ccc1OCC(=O)O	-3	153	10	1	6	2	0	-5	-1.4	0
O=C(Nc1ccc(-c2cnco2)cc1)c1ccc(Cl)cc1	2	95	x	0	4	-53	-6	3	0.9	9
CCOc1ccc(Cc2nc(C)c(CC(=O)N3CCCCC3)c(=O)[nH]2)cc1	-1	97	-14	0	0	-6	0	-2	-0.4	12
O=C1C2C3C=CC(CC3)C2C(=O)N1/N=C/c1c(O)ccc2ccccc12 (stereo not given)	1	99	8	-2	5	-24	1	-4	-0.4	-3
CC(=O)NC(=O)c1cnn(-c2ccccc2)c1N	5	101	-3	-2	1	-26	4	0	1.2	9
COc1cc(S(=O)(=O)N(Cc2ccccn2)Cc2ccco2)ccc1-n1cnnn1	1	82	1	-2	-5	-9	10	-2	1.1	0
COCCNC(=O)c1cccc(OC2CCN(Cc3ccc(Cl)c(F)c3)CC2)c1	-10	94	-2	-1	-5	-8	8	0	-2.4	1
CN(C)c1ccc(NC(=O)CN2CCN(c3ccc(F)cc3)CC2)cc1	2	95	2	-1	1	-1	-3	-3	1.1	3
CC(C)n1cc(C(=O)N2CCCC(Nc3ccc(F)c(F)c3)C2)cn1 (stereo not given)	1	94	-9	3	4	-10	5	-4	1.1	-4
COc1ccc(S(=O)(=O)NCCc2csc(C)n2)cc1C	3	x	5	1	3	-5	-4	0	-1.6	6
Further structures follow.
SMILES	Cardio protect	ABCB6 inh 2	TLR9-MyD88 block	Glyco luc inh	HTR2A ag	NCOA2 inhibitor	ABHD5-PLIN5 inh	NOD2-RIPK2 inh	MC4R ag barr	MC4R antagonist
CCc1ccc2nc(Nc3ncc(C(C)=O)c(C)n3)nc(C)c2c1	10	100	-15	1	-1	17	-5	-3	-0.6	18
CC(C)C[C@H]1COc2cccc(N3CCN(Cc4ccccc4F)CC3)c2S(=O)(=O)N1	x	97	x	x	-1	14	-5	8	x	x
Cc1cccc(-n2ncc3c(NCCCn4ccnc4)ncnc32)c1	-1	97	14	0	-5	-46	13	-3	-0.7	12
COc1ccc(OCC(=O)Nc2ccc3c(c2)nc(CCN2CCCCC2)n3C)cc1	4	105	-1	-6	-11	4	9	-6	-2.5	6
CCCCN(C=O)c1c(CC)nc2c(OCc3ccccc3C)cccn12	1	98	x	2	1	2	8	-4	-1.5	-2
O=C(O)c1ccc(CNC(=O)C2CCN(S(=O)(=O)c3ccc4c(c3)OCCO4)CC2)cc1	1	97	-3	1	-6	-23	3	-4	1.7	2
CCN(CC(=O)Nc1c(F)cccc1F)C(=O)CSCc1c(C)noc1C	0	98	-2	1	1	-10	-6	-2	-1.4	3
Cc1ccc2oc(-c3ccccc3)nc2c1	-17	101	-1	-9	0	-57	-5	-2	0.6	-3
O=C(CSc1nc2ccccc2c(=O)n1Cc1ccco1)c1ccccc1	13	93	-3	0	-3	9	1	-4	3.7	10
O=C(CSCC(=O)Nc1nc(-c2ccc3c(c2)OCO3)cs1)Nc1nccs1	-7	97	0	5	-2	-16	-6	4	0.4	-1
COc1ccccc1OCCn1cc(/C=C(\C#N)C(=O)NCc2cccs2)c2ccccc21	0	103	0	-5	-1	9	3	29*	-1.9	3
